BioA inh: blocks M. tuberculosis BioA enzyme activity; purified M. tuberculosis BioA enzyme, plate reader; inhibition, % at 9.99 µM; 360,000 compounds, 0.096% hits; AID 602481; in the data active = inhibition above about 40%; inconclusive = no clear call, values can overlap the other calls
GDH-TPI inh: GDH-TPI coupled enzyme inhibition counter-screen | inhibition, % at 4.8 µM | 360,000 compounds, 1.2% hits | GDH-TPI coupled enzyme counterscreen, NADH absorbance; in the data active = inhibition above about 30%;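 also: 0% = DMSO wells and 100% = wells lacking the enzyme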
FadD28 binding: M. tuberculosis FadD28 bisubstrate binding inhibition. FadD28 bisubstrate probe binding, fluorescence polarization. inhibition, % at 12.5 µM. 360,000 compounds, 0.22% hits; in the data active = inhibition above about 8.5%, passing the limit was not always enough; inconclusive = no clear call, values can overlap the other calls
PfHsp40 yeast: restores yeast growth despite PfHsp40 toxicity | S. cerevisiae expressing PfHsp40, growth rescue, ATP luminescence | AID 504582 | growth rescue, % at 12.5 µM | 340,000 compounds, 0.68% hits; in the data active = growth rescue above about 28%, passing the limit was not always enough; inconclusive = no clear call, values can overlap the other calls;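 also: yeast W303a lacking pdr1 and pdr3 grown in galactose medium; growth measured after three days at 30 °C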
TcdB GH inh: TcdB glycohydrolase inhibition; P18177; TcdB glycohydrolase enzymatic assay, plate reader; inhibition, % at 9.99 µM; 350,000 compounds, 0.24% hits; in the data active = inhibition above about 10%
Mtb FBA inh: inhibits M. tuberculosis FBA enzyme; 360,000 compounds, 2.3% hits; AID 588726; purified M. tuberculosis FBA, fluorescence read-out; inhibition, % at 1 µM; P9WQA3; in the data active = inhibition above about 27%;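 also: 0% = vehicle and 100% = reference inhibitor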
Target sequence (P9WQA3 whole entry, looked up): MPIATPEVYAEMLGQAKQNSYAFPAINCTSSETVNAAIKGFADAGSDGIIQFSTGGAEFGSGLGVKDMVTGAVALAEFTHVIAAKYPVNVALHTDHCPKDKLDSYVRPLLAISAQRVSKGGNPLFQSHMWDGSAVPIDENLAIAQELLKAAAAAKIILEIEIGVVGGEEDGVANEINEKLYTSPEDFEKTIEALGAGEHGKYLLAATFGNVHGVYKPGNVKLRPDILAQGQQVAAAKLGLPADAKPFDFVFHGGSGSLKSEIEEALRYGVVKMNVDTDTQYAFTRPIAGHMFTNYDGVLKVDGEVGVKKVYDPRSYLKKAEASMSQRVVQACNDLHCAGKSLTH
Y pestis TopoI: blocks Yersinia pestis topoisomerase I activity | activity, % at 10 µM | Y. pestis Topo-I cleavage product accumulation, plate reader | 360,000 compounds, 0.064% hits; in the data active = activity above about 50%, passing the limit was not always enough; inconclusive = no clear call, values can overlap the other calls; also: inactives centre near 2
UGM FP inh: Mtb UDP-galactopyranose mutase inhibition; purified UGM, fluorescence polarization probe displacement; inhibition, % at 10 µM; 320,000 compounds, 0.06% hits; in the data active = inhibition above about 10%, passing the limit was not always enough; inconclusive = no clear call, values can overlap the other calls
Target sequence (P9WIQ1 whole entry, looked up): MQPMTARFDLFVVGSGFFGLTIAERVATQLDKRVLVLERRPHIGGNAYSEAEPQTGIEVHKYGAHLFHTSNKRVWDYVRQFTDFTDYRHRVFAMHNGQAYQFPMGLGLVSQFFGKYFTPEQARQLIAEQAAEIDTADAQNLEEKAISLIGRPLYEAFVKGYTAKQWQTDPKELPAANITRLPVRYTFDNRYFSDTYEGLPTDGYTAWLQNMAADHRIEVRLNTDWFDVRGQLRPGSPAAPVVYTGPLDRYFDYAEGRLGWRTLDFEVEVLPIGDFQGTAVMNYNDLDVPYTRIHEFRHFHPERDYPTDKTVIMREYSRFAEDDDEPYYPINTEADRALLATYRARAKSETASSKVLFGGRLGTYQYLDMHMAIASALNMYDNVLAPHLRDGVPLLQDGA
BH1578 lux ind: quorum light induction in luxS cqsA deficient V. cholerae; 350,000 compounds, 0.16% hits; AID 588436; V. cholerae BH1578 lux reporter, luminescence, 6 h; activation, % at 18.7 µM; in the data active = activation mostly above about 9.7%, no sharp cut-off; inconclusive = no clear call, values can overlap the other calls; inactive = mostly below about 3.7%; also: not every result past the cut was called active; inactives centre near 0; reference of the scale not given here
Starred values were filed as active, the others as inactive; i = inactive; u = inconclusive; x = not tested or not shown; & = joins results of further samples.

SMILES	BioA inh	GDH-TPI inh	FadD28 binding	PfHsp40 yeast	TcdB GH inh	Mtb FBA inh	Y pestis TopoI	UGM FP inh	BH1578 lux ind
O=C(c1ccc(Cl)cc1)N1CCC(N2CCC(C(=O)N3CCOCC3)CC2)CC1	-0.9	-2	-3.1	0.1	2.1	2	-9	-3.6	-0.4
Cc1c(N2C(=O)CSC2=S)c(=O)n(-c2ccccc2)n1C	-0.2	5	-0.2	-1.2	-0.7	-1	15	-1.9	i
O=C(NC1(C(F)(F)F)N=C2SCCN2C1=O)C1CCCCC1 (configuration not stated)	-0.7	-5	-5.4	5.3	x	3	-2	8.3	3.6
O=C(COc1ccc(Br)cc1)NCCNC(=O)c1ccncc1	-0.9	9	-2.6	-2.0	0.6	2	2	-1.2	i
O=C(N/N=C/c1ccc(O)cc1)/C(=C/c1ccc([N+](=O)[O-])cc1)NC(=O)c1ccccc1	0.4	39*	-6.2	0.0	x	-8	-18	-2.2	3.0
CC(C)(C)OC(=O)N1CCC(NC(=O)c2[nH]cnc2C(=O)Nc2ccc(Br)cc2F)CC1	-2.1	1	-4.4	x	-0.2	-3	1	x	-0.4
Fc1ccc(COc2ccc(Br)cc2CNCC2CCCO2)cc1 (configuration not stated)	1.2	1	-2.8	-2.0	1.0	-1	28	-1.4	i
O=C(NCc1cccc2[nH]ccc12)C1CCC(=O)N(CCc2ccc(Cl)cc2)C1 (configuration not stated)	-2.4	3	-2.0	1.3	0.3	-2	7	0.5	i
COC(=O)CN(c1cc(Cl)ccc1OC)S(=O)(=O)c1ccc(OC)c(OC)c1	0.4	9	-2.3	-0.1	-0.3	-6	3	-0.1	-0.1
C=CCn1c(Cc2cccs2)nnc1SCC(=O)Nc1cc(OC)cc(OC)c1	2.7	-5	-5.1	-0.1	x	-7	12	0.2	i
CCCCCC(=O)OCc1ccc(C2=CC(=O)CC(C)(C)C2=O)cc1	3.3	4	-0.5	x	1.9	-1	39	x	i
Cc1cc(OCC(=O)NCc2cccnc2)c2c(C)c(C)c(=O)oc2c1	1.5	3	-2.6	-0.8	0.4	30*	3	-1.7	-11
CCCCCCn1c(N2CCCC2)nc2c1c(=O)[nH]c(=O)n2C	-0.1	6	-0.3	4.4	0.9	2	22	-0.9	-0.6
COC(=O)[C@]1(C)N[C@H](CN(C)C(=O)NC(C)C)[C@@H]2C(=O)N(C)C(=O)[C@@H]21	0.1	5	-0.4	0.6	1.9	-2	-1	-2.3	5.2
C/C(CC(=O)Nc1ccc2c(c1)OCCO2)=N\NC(=O)Cc1ccccc1	0.5	0	-3.0	-0.3	0.6	-2	-6	-0.9	-4.5

Only UGM FP inh and BioA inh (2 entries from above):
| canonical_smiles | UGM FP inh | BioA inh |
| --- | --- | --- |
| COC(=O)[C@]1(C)N[C@H](CN(C)C(=O)NC(C)C)[C@@H]2C(=O)N(C)C(=O)[C@@H]21 | -2.3 | 0.1 |
| C/C(CC(=O)Nc1ccc2c(c1)OCCO2)=N\NC(=O)Cc1ccccc1 | -0.9 | 0.5 |

Other entries:
SMILES	BioA inh	GDH-TPI inh	FadD28 binding	PfHsp40 yeast	TcdB GH inh	Mtb FBA inh	Y pestis TopoI	UGM FP inh	BH1578 lux ind
Cc1nc(N)nc(Cl)c1CCC1OCCO1	-1.6	11	0.2	-1.0	0.4	2	4	x	4.3
COc1ccc(C2(CNC(=O)c3cccc([N+](=O)[O-])c3)CCOCC2)cc1	6.3	0	-2.4	-1.9	x	0	-3	2.0	-1.1
CC(C)(C)NC(=O)C(c1ccc(O)cc1)N(C(=O)CCC(=O)Nc1ccccn1)c1ccc(F)cc1 (configuration not stated)	2.5	-1	-1.6	-0.8	2.0	3	1	-2.2	-0.9
O=C(N/N=C/C(Br)=C/c1ccccc1)c1n[nH]c2c1CCC2	-2.0	16	-1.5	-1.8	x	-2	-1	2.4	2.0
CC(CCc1ccco1)NC(=O)c1cccc2c1C(=O)N(C1CCCCC1)C2 (configuration not stated)	x	-1	-1.3	0.1	1.3	1	21	1.7	i
O=C(NCCC1=CCCCC1)C1CCC(CNc2c(N3CCCCC3)c(=O)c2=O)CC1 (configuration not stated)	x	0	-3.0	0.2	0.3	1	1	1.9	i
Cc1ccc(C(=O)Nc2ccc(F)c(S(=O)(=O)N3CCOCC3)c2)s1	1.8	13	-1.3	-0.2	0.0	2	5	0.2	i
C[C@H]1CN([C@@H](C)CO)C(=O)Cc2cc(NC(=O)CCC(F)(F)F)ccc2O[C@H]1CN(C)S(=O)(=O)c1ccc(Cl)cc1	0.2&1.1	-1	-7.8	-1.3	-0.7&2.0	-2	21	x	i
CC1Cc2ccccc2N1C(=O)c1cnc2ccccn2c1=O (configuration not stated)	-0.9	18	1.0	-1.1	x	0	-5	3.2	-0.3
O=C(NCCCn1ccnc1)C(Cl)(Cl)Cl	x	-3	-1.7	-0.8	0.0	3	-11	3.3	x
CCOc1ccccc1C(=O)NN1C(=O)CCC1=O	x	10	-1.2	0.0	x	3	-10	0.5	-0.3
N[C@@H](Cc1ccccc1)C(=O)N1C[C@H]2C[C@@H](C1)c1cccc(=O)n1C2	-0.3	4	0.0	0.0	-2.5	3	4	1.6	-0.6
CCCCc1nnc(NC(=O)C(C)Sc2nc(C)cc(=O)[nH]2)s1 (configuration not stated)	x	1	-0.2	1.4	x	2	12	0.9	i
CCOC(=O)N1CCN(Cc2ccccc2Cl)CC1	2.0	-3	-0.2	-0.2	x	2	9	-1.9	-0.2
O=C(NCc1ccco1)c1ccc2c(=O)n(-c3ccccc3)c(=S)[nH]c2c1	0.0	10	-1.0	0.0	x	0	-1	-2.4	0.2

An excerpt from above in order of length of the SMILES, rising:
SMILES	BioA inh	GDH-TPI inh	FadD28 binding	PfHsp40 yeast	TcdB GH inh	Mtb FBA inh	Y pestis TopoI	UGM FP inh	BH1578 lux ind
Fc1ccc(COc2ccc(Br)cc2CNCC2CCCO2)cc1 (configuration not stated)	1.2	1	-2.8	-2.0	1.0	-1	28	-1.4	i
CCCCCC(=O)OCc1ccc(C2=CC(=O)CC(C)(C)C2=O)cc1	3.3	4	-0.5	x	1.9	-1	39	x	i
CC(C)(C)OC(=O)N1CCC(NC(=O)c2[nH]cnc2C(=O)Nc2ccc(Br)cc2F)CC1	-2.1	1	-4.4	x	-0.2	-3	1	x	-0.4

Next part:
SMILES	BioA inh	GDH-TPI inh	FadD28 binding	PfHsp40 yeast	TcdB GH inh	Mtb FBA inh	Y pestis TopoI	UGM FP inh	BH1578 lux ind
CN1CCN(c2ccccc2NC(=O)c2ccc(-c3ccccc3)cc2)CC1	-0.1	-3	-4.7	-0.2	x	5	-5	1.3	-1.0
CC(C)(C)NC(=O)CSc1nc(N)c(NC(=O)c2ccccc2F)c(=O)[nH]1	-0.8	0	-2.0	-0.8	0.4	1	-6	1.5	i
O=C(c1cc(Br)ccc1Cl)N1CCN(c2ncccn2)CC1	-0.8	-1	-2.1	-0.8	-1.6	5	4	2.0	i
C/C(=N\N1CCCCCC1)c1c(O)n(-c2ccccc2C)c(=O)[nH]c1=O	-6.2	-3	-5.3	0.7	1.4	-1	4	-5.2	i
O=C(NCc1c(Cl)cccc1Oc1ccccc1)c1ccccc1	-0.5	7	-1.9	-1.5	-0.3	3	-1	-0.2	i
Cc1cc(C)cc(OCc2nnc(SCC(=O)NC3CC3)n2C)c1	-0.6	6	-2.0	-1.8	0.1	1	2	-0.2	-0.3
COc1cc(/C=C(\NC(=O)c2cc(OC)c(OC)c(OC)c2)C(=O)NC(C(=O)O)c2ccccc2)cc(OC)c1OC (configuration not stated)	0.1	11	0.0	-0.1	0.0	3	-5	0.6	4.3
Cc1cccc2sc(NC(=O)C3c4ccccc4Oc4ccccc43)nc12	-4.2	7	-0.3	0.8	1.1	1	-6	1.2	1.0
COC(=O)c1ccc(NC(=O)CS(=O)(=O)c2ccccc2)cc1	-0.5	-1	1.7	-0.9	0.6	4	-2	-0.1	-0.4
COC(=O)c1cc2c(ccn2-c2ccc(F)cc2)n1CC(=O)C(C)(C)C	x	4	0.1	0.0	1.1	5	38	6.2	-0.3
CS(=O)(=O)Nc1ccc2c(c1)OCC(=O)N2Cc1ccccc1	0.0	-4	-1.1	-1.9	2.8	1	0	1.6	i
C=Cc1ccc(Cn2c(=O)n(CCCOC)c(=O)c3sccc32)cc1	4.5	-5	-2.5	0.4	1.4	0	1	1.2	-1.2
CCOc1cc(/C=C2\C(=O)N(c3nc(-c4ccc(Br)cc4)cs3)N=C2c2ccccc2)ccc1O	-0.8	31*	27*	u	x	1	-31	-0.9	i
CCCCNC(=S)NNC(=O)c1csc2ccccc12	x	-4	-2.3	0.4	-6.1	-1	-2	1.9	-0.4
COc1ccc(CN2CCNC(=O)C2CC(=O)NCCc2nc(C)c(C)s2)c(OC)c1 (configuration not stated)	-1.9	-5	-0.7	-0.2	1.6	-1	7	-0.7	i
Cc1nn(C)cc1C(=O)Nc1ccc2c(c1)OCCO2	4.2	11	-0.7	-0.9	1.4	-1	-1	-3.3	i
O=C(Nc1ccc(S(=O)(=O)N2CCOCC2)cc1)c1ccc(Cl)cc1	23	4	-4.0	-0.4	0.9	2	9	2.9	-0.2
CCCn1nnnc1NCc1cccc(OC)c1	-0.2	5	-2.7	0.4	1.5	0	5	0.6	0.8
CC(CNC(=O)COc1ccccc1)OC(=O)Nc1cccc(Cl)c1 (configuration not stated)	x	8	-4.6	-1.0	x	-5	-7	1.9	i
Cc1ccccc1-c1nc(CN2CCC(C(=O)NC3CCCCC3)CC2)c(C)o1	x	-1	-3.7	0.2	0.1	0	18	-0.3	i
Cc1cccc(NC(=S)NCc2ccco2)c1C	-0.1	-5	-6.4	0.3	2.3	-1	-1	1.0	-1.0
CCn1c(SCC(=O)Nc2nc3ccc(OC)cc3s2)nnc1-c1ccoc1C	1.3	11	-2.0	0.8	-1.2	-5	0	1.5	-1.4
NNC(=O)c1cc2c(s1)-c1cc(Cl)ccc1SC2	-0.9	0	-6.8	0.9	0.8	2	1	-1.1	i
O=C(CN1C(=O)NC2(CCCCC2)C1=O)Nc1ccc(F)cc1	x	-5	-2.0	0.0	-0.4	1	-9	1.3	-0.3
COc1ccc(NC(=O)N(C)C[C@@H]2OCc3cnnn3CCCC(=O)N([C@H](C)CO)C[C@H]2C)cc1	-2.2	-8	-0.1	x	0.9&-0.7	1	9	x	i
CC1CC(C)CN(C(=O)C(C)N2CCN(S(=O)(=O)c3cccs3)CC2)C1 (configuration not stated)	x	0	-0.6	0.9	0.1	0	7	0.1	i
CCCN(C(=O)CSc1ncccn1)C1CCS(=O)(=O)C1 (configuration not stated)	-0.6	3	0.4	0.5	1.3	-2	3	3.9	i
CCC(C)n1c(O)c(/C=N/Nc2ccccc2)c(=O)[nH]c1=S (configuration not stated)	x	8	-3.6	-0.6	0.5	-5	0	-0.1	-0.4
CC(NC(=O)C(C)N1c2cccc3cccc(c23)S1(=O)=O)c1ccccc1 (configuration not stated)	-1.3	-8	-1.2	-1.5	-0.3	1	25	2.0	-0.3
COc1cc2[nH]c(=O)n(CCCC(=O)NC3CCCCC3)c(=O)c2cc1OC	-0.8	-14	-4.3	0.1	x	0	-2	-0.5	-1.3
COc1cccc(N2CCN(Cc3ccc(Cl)cc3)CC2)c1	-0.6	-5	-2.0	0.0	0.5	1	9	3.3	-0.2
Cc1cccc(-n2nc3c(c2NC(=O)c2ccco2)CS(=O)C3)c1C (configuration not stated)	x	0	-3.5	-0.1	0.0	2	3	x	-0.5
Cc1cccc(C)c1NC(=O)COc1ccc2c(C)c(Cc3ccccc3)c(=O)oc2c1	-1.3	16	-7.4	-0.6	0.7	57*	40	2.0	-1.5
O=C(NC1CCCCC1)c1cc(F)cc2c1OCOC2	-0.2	10	-1.3	0.1	0.7	1	-3	-1.3	0.2
C/C(=N/Nc1ccc([N+](=O)[O-])cc1)c1ccc(C)cc1C	x	-3	-6.5	-1.0	-0.8	-8	-13	-1.1	i
O=C(CC1SCCNC1=O)NCc1ccccc1 (configuration not stated)	2.1	12	-0.8	x	-0.5	1	-9	x	0.3
O=C(O)c1cccc(NC(=O)c2cccc(NC(=O)C3CCCO3)c2)c1 (configuration not stated)	-0.6	0	-0.7	-0.9	x	-1	1	0.7	i
Cc1ccc(OC(=O)c2ccc(N3CCOCC3)c([N+](=O)[O-])c2)cc1	0.9	-8	-2.0	-0.6	x	-3	1	-0.8	i

Assay outcomes: PubChem BioAssay, several laboratories
